RmlCD inh 1536: blocks M. tuberculosis RmlC and RmlD coupled enzymes; P9WH09+P9WH11; RmlC+RmlD coupled enzyme assay, percent inhibition; primary screen in compound mixtures; inhibition, % at 3.6 µM; 160,000 compounds, 0.03% hits; AID 1533; in the data active means inhibition mostly above about 34%, no sharp cut-off; further: some results filed as inactive read as strong as hits
Target sequence (P9WH09 whole entry, looked up): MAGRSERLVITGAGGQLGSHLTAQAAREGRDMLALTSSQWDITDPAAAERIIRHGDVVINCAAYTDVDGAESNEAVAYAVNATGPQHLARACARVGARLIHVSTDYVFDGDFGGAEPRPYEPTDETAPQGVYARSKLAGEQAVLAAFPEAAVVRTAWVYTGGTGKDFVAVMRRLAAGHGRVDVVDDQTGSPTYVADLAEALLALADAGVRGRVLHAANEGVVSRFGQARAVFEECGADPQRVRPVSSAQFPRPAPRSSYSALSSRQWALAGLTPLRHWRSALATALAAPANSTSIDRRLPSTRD
Target sequence (P9WH11 whole entry, looked up): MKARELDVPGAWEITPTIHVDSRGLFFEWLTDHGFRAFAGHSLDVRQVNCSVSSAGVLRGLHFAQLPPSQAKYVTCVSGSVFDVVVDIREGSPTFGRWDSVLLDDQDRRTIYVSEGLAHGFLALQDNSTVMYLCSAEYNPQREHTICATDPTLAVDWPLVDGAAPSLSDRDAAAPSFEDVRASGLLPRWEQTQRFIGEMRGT
M. tuberculosis GlmU: inhibition of mycobacterial GlmU enzyme – biochemical, glucosamine-1-phosphate acetyltransferase (AID 1376) | inhibition, %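 (tested at 30 µM in the primary screen)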, or IC50 in µM where a hit was titrated | M. tuberculosis GlmU acetyltransferase enzyme assay; higher % means a stronger effect | 220,000 compounds, 0.25% hits; in the data active means inhibition above about 13%;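 further: 0% = complete reaction with vehicle and 100% = reaction without substrate; strong numbers were not always called active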
An asterisk follows results filed as active; . = not tested or not shown.

SMILES | RmlCD inh 1536 | M. tuberculosis GlmU
O=C(Nc1nc(-c2cccc([N+](=O)[O-])c2)cs1)c1cccc([N+](=O)[O-])c1C(=O)O | -7 | -3.7%
CCC(=O)Nc1ccc(/C(C)=N\NC(=O)c2ccc(C)s2)cc1 | . | -4.8%
CN(C)CCCOC(=O)COc1ccc(Br)cc1 | 2 | 0.8%
COCCCNCC(=O)Nc1ccc(OC(F)(F)F)cc1 | . | -1.0%
CCN1CCCc2cc(CN(CCN3CCOCC3)C(=S)Nc3cccc(Cl)c3)ccc21 | -5 | 3.6%
COC(=O)c1ccc2[nH]c(C)c(CN3CCCC3)c(=O)c2c1 | -8 | 0.5%
O=C(C1CC=CCC1)N1CCN(C(=O)C2CC=CCC2)CC1 (centres undefined) | . | -1.0%
Fc1ccc(-c2cnn3c(-c4ccncc4)ccnc23)cc1 | 3 | -0.8%
CCc1ccc(CNCc2cccs2)cc1 | -6 | -2.6%
COc1ccccc1N1CCN(Cc2ccc(Cl)cc2Cl)CC1 | . | -6.2%
Cn1c(=O)c(-c2cc(=O)[nH][nH]2)c(O)c2ccccc21 | -1 | -0.5%
S=c1[nH]nc(-c2cc(-c3ccccc3)n[nH]2)n1/N=C/c1c2ccccc2cc2ccccc12 | . | 2.0%
NNC(=O)c1nc[nH]c1C(=O)Nc1ccccn1 | -13 | -4.7%
O=C(CN1C(=O)COc2ccccc21)N(Cc1ccc2c(c1)OCO2)CC1CCCO1 (centres undefined) | 3 | -0.3%
O=C1CC(C(=O)O)S/C(=N\NC(=O)c2ccccc2)N1 (centres undefined) | . | -1.5%
FC(F)(F)c1cc(-c2ccccc2)nc2nc(N3CCOCC3)sc12 | 3 | 0.1%
COc1ccc(/C=N/NC(=O)Cn2cnc3ccccc3c2=O)cc1OC | -3 | -5.2%
O=S(=O)(NCCc1nnc2ccc(SCc3cccnc3)nn12)c1ccccc1 | . | -9.0%
COC(=O)c1c(NC(=O)CN(c2ccccc2)S(C)(=O)=O)sc2c1CCCC2 | 7 | -3.4%
N#C/C(=N\Nc1cccc(F)c1)C(=O)C1CC1 | 1 | -0.7%
Cc1c(Cl)cccc1NC(=O)CCCN1C(=O)c2cccnc2C1=O | -7 | -5.7%
Cc1cccc(N=C2NN=C(c3c(C)[nH]c4ccccc34)CS2)c1 | 8 | 6.0%
CC(NC(=O)Cc1ccc(F)cc1)C(c1cccs1)N1CCN(C)CC1 (centres undefined) | . | -5.0%
Cc1ccc(SCC(=O)Nc2ccc(N3CCN(C)CC3)c(F)c2)c(C)c1 | 8 | -12%
CCCCC1=CC2=CC(=O)C(C)(OC(=O)CC)C(=O)C2=CN1CCCOC(C)C (centres undefined) | -9 | 2.0%

Structures from the list above with two or more sulfur atoms (2):
SMILES | RmlCD inh 1536 | M. tuberculosis GlmU
O=S(=O)(NCCc1nnc2ccc(SCc3cccnc3)nn12)c1ccccc1 | . | -9.0%
COC(=O)c1c(NC(=O)CN(c2ccccc2)S(C)(=O)=O)sc2c1CCCC2 | 7 | -3.4%

(cont.)
SMILES | RmlCD inh 1536 | M. tuberculosis GlmU
COc1cccc(C(=O)CSc2nnnn2C2CCCCC2)c1 | . | 0.1%
COC(=O)CSc1nc(-c2ccc(C)cc2)c2c(c1C#N)CCCC2 | -5 | -7.3%
CCCC[C@@H]1CNC(=S)N1CC1CCCCC1 | . | 1.9%
O=c1[nH]c(CN2CCN(c3ccccc3)CC2)nc2ccccc12 | -3 | -5.3%
CSc1nc(C)c2cc(C)oc2n1 | 2 | -2.8%
CCOC(=O)CC(NC(=O)c1cccs1)c1ccc(OCC)cc1 (centres undefined) | . | 6.0%
COc1cc(-c2cccs2)cc(=O)c2c(C)oc(C)c12 | -10 | 2.6%
CCCCCCCCCC(=O)N/N=C(\C)c1cccnc1 | . | 1.9%
O=C(Cn1cnnn1)Nc1ccccc1Cc1ccccc1 | 6 | 0.6%
O=C(C1CC2C=CC1C2)N1CCN(c2ccccc2)CC1 (centres undefined) | 26 | -4.3%
Cc1ccc(-c2nnc(Nc3ccc(C(=O)N(C)C)cc3)c3ccccc23)cc1S(=O)(=O)NCC1CCCO1 (centres undefined) | -9 | 1.0%
CC(C)C(NC(=O)c1ccccc1)C(=O)NCC(c1ccccc1)N(C)C (centres undefined) | -1 | -3.2%
O=[N+]([O-])c1ccc(OCCN2CCNCC2)cc1 | 3 | 2.2%
O=S(Cc1ccccc1)CC(O)(c1ccc(Cl)cc1)c1ccc(Cl)cc1 (centres undefined) | 6 | -6.2%
Cn1c(=O)c2c(nc(SCC(=O)OCc3ccccc3)n2C)n(C)c1=O | 8 | 3.9%
COc1cc2c(cc1NC(=O)CN1CCN(S(=O)(=O)c3ccc(F)cc3)CC1)oc1ccccc12 | . | 2.9%
CC(=O)c1sc(NC(=O)CCCOc2ccccc2C)nc1C | 8 | -0.8%
CC(=O)c1ccc(NS(=O)(=O)c2ccccc2)cc1 | . | 9.5%
Cc1ccc(NC(=O)c2ccccc2)s1 | 2 | 2.5%
Cc1ccc(NC(=S)NCC2CCCO2)cc1C (centres undefined) | . | -3.1%
O=C(CN1CCc2ccccc21)NC(c1ccccc1)c1ccccc1 | -15 | -0.9%
CCOCCCNC(=O)CN1C(=O)CSc2cc(S(=O)(=O)N3CCCCCC3)ccc21 | -9 | .
Cc1ccc(-c2nn(-c3ccccc3)cc2/C=N/NC(=O)c2ccncc2)o1 | 5 | -3.0%
C[C@@H]1C=C(C(=O)N2CCOCC2)O[C@H](OCc2ccc(CO)cc2)C1 | . | -2.6%
COc1ccc(Cc2nnc(NC(=O)c3cccs3)s2)cc1 | 9 | 2.2%

Following part.
SMILES | RmlCD inh 1536 | M. tuberculosis GlmU
Cc1cc(NC(=O)COC(=O)C2COc3ccccc3O2)no1 (centres undefined) | 16 | -5.5%
Cc1c(NC(=O)c2ccc(Br)s2)c(=O)n(-c2ccccc2)n1C | -8 | 2.1%
COc1cccc(NC(=O)CN(C)C(=O)/C=C/c2cc(OC)ccc2OC)c1 | -2 | -3.9%
CCOc1ccc(-c2cc(CCCC(=O)Nc3cc(OC)ccc3OC)no2)cc1 | 16 | -4.7%
CCOC(=O)c1c(C)[nH]c(C(=O)CSc2nc(C)cc(C)n2)c1C | . | -2.0%
CCOC(=O)CSc1ccc(S(=O)(=O)N(C)C2CCCCC2)cc1[N+](=O)[O-] | 2 | 4.0%
O=C(O)c1ccccc1/C=N/NC(=S)NC1CCCCC1 | . | 5.7%
CCN(CC)S(=O)(=O)c1ccc(N2CCOCC2)c(NC(=O)CC(C)(C)C)c1 | 13 | 12%
N#Cc1cc(C(=O)c2cc(Br)ccc2O)cn(C2CCCCC2)c1=O | -7 | -3.0%
CCn1cc(SCC(=O)N2CCc3ccccc32)c2ccccc21 | -3 | -0.6%
COc1ccccc1OCCCC(=O)NCc1ccco1 | 14 | 1.1%
Cc1ccc(-c2nnc(OCC3CCCO3)c3ccccc23)cc1 (centres undefined) | 4 | -3.0%
O=S(=O)(Cc1ccccc1)N1CCN(c2ccccc2)CC1 | -5 | -0.9%
Cc1c(-c2nc(-c3ccc(C(C)(C)C)cc3)no2)n(C)oc1=O | 13 | -3.6%
COc1ccc(SCc2noc(C(=O)NCC3CCCO3)c2C(=O)O)cc1 (centres undefined) | . | 2.8%
CC(C)N1CC2(c3ccccc3)CN(C(C)C)CC(c3ccccc3)(C1)C2=O | 18 | 0.8%
Nc1nc(Br)c2c(F)cccc2c1-c1ccc(Cl)cc1 | . | 3.5%
Cc1ccnc(NS(=O)(=O)c2ccc(NC(=O)c3cc(-c4ccc(Br)cc4)nc4ccccc34)cc2)n1 | 1 | 1.4%
Nc1nc2ccccc2n1/N=C/c1ccc2c(c1)OCO2 | -9 | 7.5%
CCOc1ncccc1C(=O)OCC(=O)NC1CC1 | 15 | -0.9%
Cc1csc(NC(=O)C(CC(C)C)NS(=O)(=O)c2ccc3c(c2)oc(=O)n3C)n1 (centres undefined) | 7 | 0.1%
COCCn1c(SCC(=O)NCc2ccccc2)nnc1-c1ccco1 | . | -3.7%
O=C(CCC1CCCN(Cc2ccc3c(c2)OCCO3)C1)NCc1ccc(F)c(F)c1 (centres undefined) | -8 | 0.2%
C=CCNC(=S)N1CCc2[nH]c3ccccc3c2C1 | -7 | 12%
CC(C)CNC(=O)c1ccc(COc2ccc(Cl)cc2Cl)o1 | 29 | 0.8%

Compounds listed so far that contain a Cl atom:
SMILES | RmlCD inh 1536 | M. tuberculosis GlmU
CCN1CCCc2cc(CN(CCN3CCOCC3)C(=S)Nc3cccc(Cl)c3)ccc21 | -5 | 3.6%
COc1ccccc1N1CCN(Cc2ccc(Cl)cc2Cl)CC1 | . | -6.2%
Cc1c(Cl)cccc1NC(=O)CCCN1C(=O)c2cccnc2C1=O | -7 | -5.7%
O=S(Cc1ccccc1)CC(O)(c1ccc(Cl)cc1)c1ccc(Cl)cc1 (centres undefined) | 6 | -6.2%
Nc1nc(Br)c2c(F)cccc2c1-c1ccc(Cl)cc1 | . | 3.5%
CC(C)CNC(=O)c1ccc(COc2ccc(Cl)cc2Cl)o1 | 29 | 0.8%

One compound at a time (already shown).
Record of Cc1c(Cl)cccc1NC(=O)CCCN1C(=O)c2cccnc2C1=O = RmlCD inh 1536 = -7; M. tuberculosis GlmU = -5.7%
Record of O=C(Cn1cnnn1)Nc1ccccc1Cc1ccccc1 = RmlCD inh 1536 = 6; M. tuberculosis GlmU = 0.6%

(list continues)
SMILES | RmlCD inh 1536 | M. tuberculosis GlmU
CC(O)(CS(=O)(=O)c1cccc(C(F)(F)F)c1)C(=O)Nc1cccc(C(F)(F)F)c1 (centres undefined) | . | 5.3%
CN1/C(=C\C(=O)CSc2nnc(NCc3ccccc3)s2)C(C)(C)c2ccccc21 | -7 | -2.6%
Cc1nn(-c2ccc(Cl)cc2)c(=O)c2ccccc12 | 2 | -7.2%
Oc1c(C(c2ccccn2)N2CCCCC2)cc(Cl)c2cccnc12 (centres undefined) | 10 | -7.3%
Cc1ccc(-c2cnc3cc(C)nn3c2)cc1 | -20 | -5.1%
CCOC(=O)N1CCC(C(N)=O)CC1 | 6 | 1.3%
COc1ccc(N(C(=O)c2ccco2)C(C(=O)NC2CCCC2)c2cccs2)cc1 (centres undefined) | -7 | -1.7%
CC1=C(C(=O)OC(C)C)C(c2ccsc2)NC(=O)N1C (centres undefined) | . | 0.3%
COc1cc(NC(=O)C2CCCN(S(=O)(=O)c3ccc4c(c3)oc(=O)n4C)C2)cc(OC)c1 (centres undefined) | -11 | 2.8%
COc1ccc(C(=O)c2cnc3cc4c(cc3c2C)OCO4)cc1 | -4 | 2.0%
CC1(C)CC2CC(C)(CN2S(=O)(=O)c2ccc(N)cc2)C1 (centres undefined) | . | 7.4%
CCOc1ccc(NC(=S)N(CCc2ccncc2)C(C)C)cc1 | -8 | 2.8%
COC(=O)C(NC(C)=O)(Nc1ccc(C)cn1)C(F)(F)F (centres undefined) | -2 | 1.7%
CCn1c(C)cc(/C=C2\NC(=O)N(Cc3ccccc3)C2=O)c1C | -4 | 2.8%
CC(C)Nc1nc(NC(C)C)nc(OCCOC(=O)c2ccccc2)n1 | . | -0.4%
CN1CCc2c(sc(/N=C/c3cccs3)c2C(N)=O)C1 | 9 | -1.8%
COc1ccc(/C=C/C(=O)NC(=S)NNC(=O)c2c(-c3ccccc3)noc2C)cc1 | 17 | 2.0%
Nc1ncc(Br)cc1N=Cc1ccccc1 | -5 | -1.4%
CC(C)CC(NC(=O)c1ccc(Cl)cc1)C(=O)OCC(=O)c1ccc2c(c1)NC(=O)CO2 (centres undefined) | . | -1.2%
CC/C(O)=C1\C(=O)CC(C)(C)CC1=Nc1ccccc1C | -9 | 7.9%
CC(Sc1nc2scc(-c3ccccc3)c2c(=O)[nH]1)C(=O)NC(N)=O (centres undefined) | . | 2.5%
Cc1cc(C)nc(NC(=O)Cc2ccc([N+](=O)[O-])cc2)c1 | 9 | -7.0%
Cc1nc(Oc2ccccc2)c2ccsc2n1 | -53 | 0.9%
CCCCCCNC(=O)c1ncn[nH]1 | -11 | -0.5%
COC(=O)C1=C(c2ccccc2)C[C@@H]2CC[C@H]1N2C(=O)N1CCCCC1 | . | 0.8%

Next structures
SMILES | RmlCD inh 1536 | M. tuberculosis GlmU
Cc1cc(NC(=O)C(=O)c2c(C)[nH]c3ccccc23)no1 | 14 | 7.1%
COc1cc(NS(=O)(=O)c2ccc(N)cc2)ncn1 | 0 | -0.2%
c1ccc2c(c1)Sc1ccccc1N2CC1CN2CCC1CC2 (centres undefined) | 7 | -9.3%
CC(C)CN1CCC(C(=O)N2CCN(c3ccccc3F)CC2)CC1 | -15 | 6.0%
CCOC(=O)N1CCN(Cc2nc(N)nc(Nc3ccccc3C)n2)CC1 | . | -7.5%
COc1ccccc1CNC(=O)CCSCc1cccc(Cl)c1 | 4 | 3.0%
COC(=O)C(Cc1ccccc1)NC(=O)CSc1nc(C)cc(=O)[nH]1 (centres undefined) | 3 | -3.5%
CCOC(=O)Cc1csc(N)n1 | . | 4.3%
O=C1CC(c2ccco2)CC2=C1C(c1ccccc1)n1nc(C(F)(F)F)nc1N2 (centres undefined) | . | 0.8%
C=C1C(C(=O)Nc2ccc(F)cc2)C1C(=O)Nc1ccc(F)cc1 (centres undefined) | -9 | -0.4%
O=C(CC12CC3CC(CC(Br)(C3)C1)C2)OCCN1CCCCC1 | 10 | -4.5%
COc1cc(OC)c(OC)cc1CNC(C)C(O)c1ccccc1 (centres undefined) | -24 | 0.3%
CCCC1=[N+](CC(=O)c2ccccc2)CCn2c(C)ccc21 | 4 | 0.0%
CC(=O)Nc1ccc(NC(=O)Cc2sc(C)nc2-c2ccc(C)cc2)cc1 | 42 | -3.3%
Cc1ccc(-n2nnnc2C(Cl)c2nnnn2-c2ccc(C)cc2)cc1 | -11 | -2.5%
CC(=O)/C=C1/C(=O)Nc2ccccc21 | 17 | 1.3%
Cc1cc(C(=O)N2CCN(c3ncccn3)CC2)sc1-c1ccccc1 | . | 1.0%
O=C(CSc1ccc(-c2cccc([N+](=O)[O-])c2)nn1)NCc1ccccc1 | -7 | -3.3%
Nc1ccc(N=Nc2ccccc2)c(N)n1 | . | -4.6%
CCOC(=O)NC(=O)/C(N=Nc1cccc(C(F)(F)F)c1)=C(\C)O | 0 | 2.5%

Compound activity: PubChem BioAssay, several laboratories

These rows are one share of the data; count on the stated rates, not on these rows.
